Dyrk1A ADPGlo – rat Dyrk1A kinase inhibitors, primary screen, biochemical, single point, plate reader; ADP-Glo luminescence, NFATc1 peptide; AID 504441, 2011; Dual specificity tyrosine-phosphorylation-regulated kinase 1A (Rattus norvegicus), Q63470; actives 0.43% (n = 310,000); inhibition, % at 12.5 µM; in the data active = inhibition above about 50%;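 also: plate controls were vehicle with enzyme for no effect and no enzyme for full effect; many of its hits are not listed in these tables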
Platelet DG rel – inhibitors of platelet dense granule secretion, primary screen, cell-based, MLPCN, human platelets | human platelet-rich plasma, SFLLRN dense granule ATP release, luminescence | inhibition, %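 (compounds screened at 7.5 µM in platelet-rich plasma)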 | actives 0.22% (n = 300,000);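 active = mean replicate score, as percent of positive control, at or above 50; inconclusive = mean below 50 but at least one replicate at or above 50; inactive = mean and every replicate below 50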
AI-2 QS modul – Vibrio harveyi AI-2 quorum sensing modulators, primary screen, JMH597 strain, luminescence/OD600 ratio; Vibrio harveyi JMH597 AI-2 luminescence/OD600 ratio, 9 h; active compounds read low; strain lacks LuxN and CqsS sensors; 0 = neutral-control median; activity change, % at 7.5 µM; actives 0.4% (n = 300,000); AID 2094, 2009; in the data active = activity change below about -75%, passing the limit was not always enough; inconclusive = no clear call, values can overlap the other calls;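 also: luminescence divided by OD600 gain over 9 h not by final OD600 alone; inactives centre near 13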
HDAC3 inh – HDAC3 deacetylase inhibitors, primary screen, biochemical, fluorescence, cell-free homogeneous; Histone deacetylase 3 (Homo sapiens), O15379; recombinant HDAC3, fluorogenic peptide/trypsin coupled; inhibition, % at 8.3 µM; actives 0.15% (n = 320,000); AID 2718, 2010; in the data active = inhibition above about 26%, passing the limit was not always enough; inconclusive = no clear call, values can overlap the other calls
Target sequence (O15379 whole entry, looked up): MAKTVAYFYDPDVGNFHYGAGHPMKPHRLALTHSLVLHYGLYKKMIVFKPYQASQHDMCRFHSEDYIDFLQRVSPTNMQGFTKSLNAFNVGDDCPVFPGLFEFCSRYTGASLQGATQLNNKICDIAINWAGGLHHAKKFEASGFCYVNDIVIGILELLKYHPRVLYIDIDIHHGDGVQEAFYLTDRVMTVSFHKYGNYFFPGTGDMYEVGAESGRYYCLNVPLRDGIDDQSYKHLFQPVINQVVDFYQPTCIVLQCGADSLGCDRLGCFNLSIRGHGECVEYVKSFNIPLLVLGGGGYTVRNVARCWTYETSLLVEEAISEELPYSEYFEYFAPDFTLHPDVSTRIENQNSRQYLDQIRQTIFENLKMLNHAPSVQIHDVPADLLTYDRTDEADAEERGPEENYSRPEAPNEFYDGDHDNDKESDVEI
GSK3 alpha inh – blockers of GSK3A enzyme activity – biochemical, luminescence, cell-free homogeneous, HTS, primary screen; GSK-3 alpha kinase, ADP-Glo luminescence, 60 min; inhibition, % at 10 µM; actives 0.1% (n = 320,000);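 in the data active = inhibition above about 50%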;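 also: GST-tagged GSK-3 alpha with peptide substrate and 25 µM ATP; 0% = DMSO neutral wells and 100% = GW8510 positive control wells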
Target sequence (P49840 whole entry, looked up): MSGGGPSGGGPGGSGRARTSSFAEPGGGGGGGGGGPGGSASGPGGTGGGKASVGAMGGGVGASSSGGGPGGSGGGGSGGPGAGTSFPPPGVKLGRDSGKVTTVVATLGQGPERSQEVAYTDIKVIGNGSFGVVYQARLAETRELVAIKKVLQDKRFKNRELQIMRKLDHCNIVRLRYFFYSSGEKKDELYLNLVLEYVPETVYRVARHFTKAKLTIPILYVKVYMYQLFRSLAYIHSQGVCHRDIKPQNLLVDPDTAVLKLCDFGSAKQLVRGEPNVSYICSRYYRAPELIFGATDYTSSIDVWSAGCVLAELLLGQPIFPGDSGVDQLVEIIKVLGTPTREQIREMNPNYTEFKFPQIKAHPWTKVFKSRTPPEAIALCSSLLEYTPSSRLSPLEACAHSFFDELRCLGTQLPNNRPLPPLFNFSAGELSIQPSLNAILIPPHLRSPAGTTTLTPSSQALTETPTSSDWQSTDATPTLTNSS
HSP90 refold inh – HSP90 inhibitors, primary screen, cell lysate, luminescence; inhibition, % at 5.6 µM; Rabbit reticulocyte lysate, luciferase refolding luminescence, 3 h; actives 0.91% (n = 290,000); Heat shock protein HSP 90 (rabbit reticulocyte lysate; luciferase refolding); AID 1789, 2009;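 active = inhibition above the screen-wide mean plus 3 SD, computed separately per campaign, cut at about 16% in these data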;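 also: 0% = DMSO wells and 100% = 60 µM geldanamycin wells; inhibitors lower the luminescence because luciferase stays unfolded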
HSF1 activator – HSF-1 activators, primary screen, NIH3T3-HGL cells, MG132 stress, luminescence, single point | activation, % at 9 µM | NIH3T3-HGL HSF-1 luciferase reporter, 8 h; 100% = twice DMSO control signal | actives 1.7% (n = 300,000) | AID 504408, 2011;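 active = mean replicate activation of at least 50% with a set share of replicates each reaching 50%; inconclusive = only one of those two conditions met; inactive = mean below 50% and too few replicates reaching it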;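 also: 0% = median of the neutral control wells and 100% = twice that signal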
HSF1 inh – HSF1 inhibitors in luciferase reporter cells, primary screen, cell-based, NIH3T3, luminescence; activity change, negative = inhibition, % at 7.5 µM (by protocol); NIH3T3-HGL HSE-luciferase, MG132-induced, luminescence 8 h; active compounds read low; actives 0.77% (n = 300,000);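 active = more than half of replicate wells show activity change below -50%, luminescence cut by over half; inconclusive = some wells, but at most half, below -50%; inactive = no replicate well below -50%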;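 also: luciferase reports HSF-1 transcriptional activity via heat shock element; 0% = median of DMSO wells and -100% = zero luminescence signal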
PolyA inh – polyadenylation inhibitors in yeast reporter cells, primary screen, luminescence, S. cerevisiae | S. cerevisiae SKY197-pL101 polyadenylation reporter, beta-gal luminescence; efflux-impaired pdr1/pdr3 knockout yeast; score 100 = 6 SD above DMSO | calls only at 12 µM | actives 0.02% (n = 300,000) | AID 1875, 2009;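 active = lowest replicate activity score at least 50, where 100 means six control SD above control mean; inconclusive = lowest score under 50 but half or more replicates reach 50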;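 also: yeast exposed to compound for 9 h at 30 °C; higher score means more reporter readthrough which indicates perturbed polyadenylation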
GSK3beta inhib – human GSK3beta kinase inhibitors, primary screen, biochemical, cell-free homogeneous, HTS; Glycogen synthase kinase-3 beta (Homo sapiens), P49841; GST-GSK3beta kinase, ADP-Glo luminescence, 60 min; active compounds read low; activity score (negative = inhibition), % at 10 µM; actives 0.038% (n = 300,000);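 active = more than half of replicate wells score below -50%, meaning over 50% inhibition versus plate controls; inconclusive = some replicates but at most half score below -50%; inactive = no replicate scores below -50%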;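 also: 0% = median DMSO wells and -100% = median GW8510 positive control wells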
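Test system: GST-tagged human GSK3beta kinase, cell-free; evaluation: activity score scaled between in-plate DMSO and GW8510 controls; measured by: ADP-Glo luminescence; incubation: 60 min reaction, RT; benchmarks: DMSO and 20 µM GW8510; reagent: peptide substrate plus 25 µM ATP (final); medium: Tris/MgCl2 kinase buffer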
* hit, by the source's call; i = inactive; u = inconclusive; x = no result given; & = joins results of further samples.

SMILES	Dyrk1A ADPGlo	Platelet DG rel	AI-2 QS modul	HDAC3 inh	GSK3 alpha inh	HSP90 refold inh	HSF1 activator	HSF1 inh	PolyA inh	GSK3beta inhib
COC(=O)c1cc(NC(=O)c2cc(-c3ccc(C(F)(F)F)cc3)oc2C(F)(F)F)ccc1N1CCOCC1	-0.8	9.4	15.7	0.3	-1.6	2.2	7.6	9.1	i	0.2
COc1cc(OC)c(-n2cc(-c3ccc(Cl)cc3)[nH]c2=O)cc1Cl	0.9	-9.2	3.1	-7.2	-2.2	-1.7	6.4	3.2	i	-1.4
CCN(C(=O)c1ccco1)c1nnc(-c2ccc(OC)cc2)s1	-4.5	4.1	18.5	0.2	0.2	3.7	25.8	14.1	i	0.1
CN(CCOc1ccc(CC2SC(=O)NC2=O)cc1)c1ccccn1 (stereo not drawn)	8.2&13.6	-1.0&-4.0	53.7&44.2	-9.7&4.8	-0.5&-4.1	x	-11.9&-9.4	-2.5&-4.6	i	3.6&4.6
CC(=O)NCC1=C(NC(C)=O)C2CC1C(C)(C)C2C (stereo not drawn)	x	-4.5	1.1	2.6	1.2	4.8	-64.5	-53.0*	i	1.3
O=C(COC(=O)c1ccc2c(c1)OCO2)Nc1ncc(Cl)cc1Cl	-7.0	-2.4	-24.5	-0.8	-1.3	-3.7	22.7	10.5	i	3.5
COc1ccc(-n2c(=O)[nH]cc(C(=O)Nc3ccccc3)c2=O)cc1	6.6	-11.1	7.7	0.1	-2.0	-0.7	0.3	-4.2	i	3.1
Cc1cccc([C@@H]2[C@@H]3C(=O)N(Cc4ccccc4)C(=O)[C@@H]3[C@]3(Cc4ccc(Cl)cc4)C(=O)N(c4ccccc4)C(=O)N23)c1	2.1	-4.9	21.7	1.7	-2.9	6.1	-7.0	-1.6	i	2.1
COc1ccc(C(=O)Nc2ccc3nc(C)sc3c2)cc1OC	1.7	9.9	x	4.1	x	-2.2	5.5	9.3	i	x
C=CCNC(=O)C1=NOC(CNC(=O)c2c(-c3ccccc3Cl)noc2C)C1 (stereo not drawn)	1.1	-6.0	13.2	-1.3	-3.3	4.5	-12.2	-4.2	i	-0.2
COc1ccccc1-c1nnc(SCC(=O)OC(C)C)o1	2.2	-0.4	19.6	1.2	2.6	0.1	10.3	-7.9	i	-3.5
COc1ccc(NC(=O)NCCc2ccc(Cl)cc2)cc1OC	-2.4	-0.6	37.9	-0.2	0.7	-1.9	29.5	0.3	i	-2.7
CC1(C)CC(=O)c2sc(N)nc2C1	2.5	1.3	26.5	3.1	0.5	2.9	-1.2	-8.4	i	-0.2
CC(C)c1ccc(N(CC(=O)NCc2cccnc2)S(=O)(=O)c2ccccc2)cc1	-1.9	-1.5	11.8	-1.2	-2.2	26.6*	14.5	10.6	i	-1.5
Cc1cc(NC(=O)c2cc([N+](=O)[O-])cc([N+](=O)[O-])c2)n(-c2ccccc2)n1	-9.1	-6.2	32.9	1.6	4.1	2.3	32.6	0.2	i	4.8
COc1ccc(N2CCN(C(CNC(=O)C(=O)NC3CCCC3)c3ccco3)CC2)cc1 (stereo not drawn)	-2.9	0.0	2.6	0.8	-2.2	x	-7.4	0.2	i	-4.0
CCCCn1c(SCC(=O)Nc2ccccc2C(F)(F)F)nc2ccsc2c1=O	5.5	1.2	9.3	-6.0	x	-3.4	-1.3	-1.2	i	-1.2
COc1cccc(-n2nnnc2SCC(=O)c2ccc(NC(C)=O)cc2)c1	-5.3	1.4	20.3	8.6	-1.8	-2.9	10.7	8.3	i	4.1
CC1CCCC(NC(=O)C2CCC(CNc3c(N4CCCC4)c(=O)c3=O)CC2)C1C (stereo not drawn)	4.1	-3.2	10.9	-9.7	-3.4	7.0	-8.1	-1.2	i	-0.8
CC(C)c1nc2sc3c(=O)[nH]c(=S)[nH]c3c2c2c1CCC2	x	3.5	20.6	x	x	-4.8	-23.9	-10.4	i	1.5
Cc1cc(Cl)c(OCCCCNC(C)(C)C)c(Br)c1	x	-4.3	17.5	-0.1	1.8	-3.0	8.2	-8.3	i	-0.9
CCNS(=O)(=O)c1ccc2c3c(cccc13)C(=O)N2	8.5	3.8	29.4	-32.8	0.1	0.6	-20.4	-4.9	i	1.6
CC12CCC(=O)N1C(C(=O)NCCN1C(=O)S/C(=C\c3ccccc3F)C1=O)CS2 (stereo not drawn)	-6.5	-4.7	17.0	4.1	-2.6	x	3.1	-0.2	i	3.1
O=C(O)c1ccccc1OCCOc1ccccc1C(=O)O	x	11.8	-4.8	-5.4	-0.2	3.3	-19.6	-0.5	i	-4.0
Cc1ccc(Cc2nnc3n(-c4cccc(C)c4)nc(C(=O)c4ccccc4)n3c2=O)cc1	-6.6	10.8	4.1	-2.5	10.5	0.3	11.5	-2.8	i	0.9
O=C(C1CCC(CNc2c(N3CCCC3)c(=O)c2=O)CC1)N1CCc2ccccc21 (stereo not drawn)	2.7	-4.7	2.7	2.4	1.9	3.0	-8.2	-4.3	i	-0.4
COc1nccc(Nc2ccccc2)c1C#N	3.8	x	x	8.3	-1.7	-1.7	x	x	x	x
COc1ccc(CCNC(=O)c2cc3c(=O)n4cccc(C)c4nc3n(CCCN3CCOCC3)c2=N)cc1	x	-1.5	18.0	-6.8	-1.2	-2.6	8.4	-0.9	i	3.0
CC1CCN(Cc2ccc(-c3nnn(CC(=O)NC4CCCCC4)n3)cc2)CC1	x	0.2	25.5	-11.9	-1.1	-0.9	-3.1	-2.0	i	-0.6
Nc1nc2ncc(C(=O)c3cc(Cl)cc(Cl)c3O)cc2s1	9.1	6.9	26.0	x	-1.9	1.6	-13.5	-1.9	i	1.9
CCOC(=O)Cn1c(C)c(C#N)c2ccccc21	36.8	6.7	28.5	1.1	1.3	-0.2	-7.5	1.6	i	3.3
O=c1c(Cc2ccc(F)cc2)c(O)ccn1CCc1ccccn1	1.8	-1.1	8.0	-0.5	-1.4	-0.1	6.1	2.8	i	3.7
N#C/C(=C(/O)COC(=O)CCc1ccc(S(=O)(=O)N2CCOCC2)cc1)c1nc2ccccc2[nH]1	10.4	-5.1	-14.9	-7.8	-0.1	4.0	9.8	-10.2	i	1.7
Cc1cccc(C)c1NC(=O)C(c1ccc([N+](=O)[O-])cc1)N(C)C(=O)c1ccccn1 (stereo not drawn)	-0.9	3.0	15.5	-3.6	-1.3	8.4	13.3	5.6	i	1.4
Cc1ccc(F)c(NC(=O)C2CCCCC2C(=O)O)c1 (stereo not drawn)	x	-4.5	-0.8	1.8	-1.1	0.2	8.7	-7.7	i	-1.6
COc1cccc(CNC(=O)c2cccnc2Sc2ccc(Cl)cc2)c1	1.3	10.9	16.0	-6.9	-1.8	-2.9	9.1	-5.7	i	-3.0
CCN(CC)C(=O)Cn1cc(C(=O)C(=O)NCc2cccs2)c2ccccc21	x	x	12.4	1.8	0.0	-0.1	x	x	x	3.2
O=C(c1ccco1)N1N=C(c2cccs2)CC1c1ccccc1O (stereo not drawn)	x	12.6	15.0	1.6	0.5	2.9	16.3	9.9	i	-0.6
O=C(CCCNC(=O)c1ccc(Cl)cc1)Nc1ccccc1F	0.5	4.2	15.4	1.5	-2.2	0.6	2.8	-3.6	i	-0.3
Cc1ccc2[nH]c(=O)c(CN(Cc3cccnc3)Cc3nnnn3CC3CCCO3)cc2c1 (stereo not drawn)	-1.8	8.3	9.5	x	x	-3.9	-3.4	-5.0	i	5.0
CCOC(=O)C(C)Oc1nc(Oc2ccccc2)nc(N(C)C)n1 (stereo not drawn)	-8.2	-0.7	-0.5	-0.7	-0.4	2.5	7.0	-0.8	i	-2.2
O=S(=O)(N/N=C\c1ccccc1O)c1ccc(Cl)cc1	-4.2	-1.1	29.4	7.5	-5.8	-2.9	1.9	4.7	i	0.9
CN(C)CC(C)(C)CNS(=O)(=O)c1ccc(Cl)cc1	-7.1	-0.5	16.2	-6.8	-0.6	-0.9	-1.7	-7.8	i	3.0
NNC(=O)c1[nH]c2ccc([N+](=O)[O-])cc2c1-c1ccccc1	12.2	9.6	36.9	1.2	0.3	3.6	-0.5	-7.2	i	0.9
CCOc1cccc2c1OC1(C)CC2NC(=O)N1c1cccc(C(=O)NCc2ccccn2)c1 (stereo not drawn)	-2.2	-19.9	-95.3*	-0.9	-0.7	1.1	-3.4	-1.5	i	x
CCc1ccc(/C=C2/C(=O)N(CC)C(=S)N2C)s1	14.9	-3.5	18.9	-2.3	x	-1.8	21.5	15.4	i	3.0
CC(C)C(NS(=O)(=O)c1cccc2nsnc12)C(=O)NC1CCCCC1C (stereo not drawn)	8.5	1.7	19.2	u	-0.5	5.3	6.3	-4.2	i	1.6
COCCNC(=O)C1CCC(CNS(=O)(=O)c2cccc3nsnc23)CC1 (stereo not drawn)	-4.2	4.9	6.8	7.5	-1.5	-1.4	7.2	4.3	i	2.6

2 compounds from above, showing only Dyrk1A ADPGlo, Platelet DG rel and HSF1 activator:
canonical_smiles	Dyrk1A ADPGlo	Platelet DG rel	HSF1 activator
CC(C)c1nc2sc3c(=O)[nH]c(=S)[nH]c3c2c2c1CCC2	x	3.5	-23.9
CC(C)c1ccc(N(CC(=O)NCc2cccnc2)S(=O)(=O)c2ccccc2)cc1	-1.9	-1.5	14.5

Continued:
SMILES	Dyrk1A ADPGlo	Platelet DG rel	AI-2 QS modul	HDAC3 inh	GSK3 alpha inh	HSP90 refold inh	HSF1 activator	HSF1 inh	PolyA inh	GSK3beta inhib
CC1Cc2ccccc2N1C(=O)CSc1nnc(-c2ccc(S(=O)(=O)N3CCCC3)cc2)o1 (stereo not drawn)	-10.5	-3.3	-2.3	2.1	-1.8	-0.3	2.7	-6.3	i	2.6
COc1ccc([N+](=O)[O-])cc1N(CC(=O)NCCSc1ccccc1)S(C)(=O)=O	-4.0	-0.6	-4.7	-0.9	1.3	3.9	-2.5	-2.3	i	-3.4
CCOc1cccc(NC(=O)C2CC(=O)N(C)C(=Nc3cccc(F)c3)S2)c1 (stereo not drawn)	30.7	8.0	14.6	8.2	0.8	-2.3	10.1	0.8	i	-8.7
Cn1cc(CCCC(=O)NCc2ccc(F)cc2)c2ccccc21	1.3	-2.7	7.4	1.5	-2.9	2.6	-10.7	1.1	i	2.0

Compound activity from PubChem.

Some of the compounds tested; the hit share may differ from the screen's.
